RBBP9 inhibitor: inhibitors of human serine hydrolase RBBP9; 0.2% of 220,000 active; O75884; inhibition, % at 7.94 µM; recombinant RBBP9, FP-Rh probe fluorescence polarization; AID 1515;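 active means inhibition above the campaign mean of all tested compounds plus 3 SD, cut at about 14% in these data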;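 further: plate controls were DMSO wells with RBBP9 for no effect and wells lacking RBBP9 protein for full effect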
Target sequence (O75884 whole entry, looked up): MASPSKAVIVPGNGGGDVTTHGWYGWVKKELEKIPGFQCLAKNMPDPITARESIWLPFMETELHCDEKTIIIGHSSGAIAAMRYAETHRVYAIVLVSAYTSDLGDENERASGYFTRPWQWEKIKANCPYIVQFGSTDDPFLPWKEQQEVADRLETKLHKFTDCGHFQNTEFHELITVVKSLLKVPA
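Material: RBBP9 protein. Amount: RBBP9 at 2.5 µM in dispensed solution, before mixing. Schedule: 30 min then 45 min, 25 °C. Medium: Tris buffer pH 8.0, NaCl, Pluronic. Measured by: fluorescence polarization. Measure: percent inhibition from mP, scaled between DMSO and no-protein wells. Replication: one well per compound.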
p97 inhibitor: inhibitors of human p97 ATPase | 0.42% of 220,000 active | inhibition, % at 8 µM | P55072 | recombinant p97 ATPase, Kinase-Glo ATP luminescence, 3 h; in the data active means inhibition above about 15%;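 further: 0% = DMSO vehicle and 100% = wells lacking enzyme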
Runt-SMMHC FRET: blocks binding of human RUNX1 Runt domain to CBFb-SMMHC; Q01196+Q13951; Cerulean-Runt/Venus-CBFb-SMMHC FRET ratio 530/480, 1 h; inhibition, % at 20 µM; 0.74% of 220,000 active; AID 1434;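 active means mean inhibition across duplicate retests at 20 µM reaching about 50%, limit read from the data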;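 further: 0% = DMSO wells and 100% = wells with excess untagged CBFb-SMMHC; inhibitors lower the FRET ratio by blocking Runt binding to CBFb-SMMHC; some results filed as inactive read as strong as hits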
Runt-CBFb FRET: Runt domain-CBFb interaction inhibition. Q01196+Q13951. Cerulean-Runt/Venus-CBFb FRET ratio 530/480, 1 h. inhibition, % at 20 µM. 0.46% of 220,000 active. AID 1496;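 active means inhibition over about 50% at 20 µM in the single-dose screen, limit read from the data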;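 further: 0% = DMSO wells and 100% = excess unlabeled CBFb competitor control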
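Schedule: protein complex preformed 1 h, compound exposure 1 h, room temperature, dark; test system: Cerulean-labeled Runt domain protein; amount: 100 nM per protein; buffer or medium: Tris 50 mM pH 7.5, KCl, K2SO4, 0.01% BSA; read-out: loss of energy transfer signal; detection: FRET fluorescence; controls: 5 µM unlabeled CBFb as full-inhibition high control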
EBV gp42 block: EBV gp42 inhibition; Fluorescence polarization binding assay, mP read-out; inhibition, % (tested at 21.74 µM); 0.42% of 220,000 active; AID 1085; in the data active means inhibition above about 50%
Target sequence (Q1HVG2 whole entry, looked up): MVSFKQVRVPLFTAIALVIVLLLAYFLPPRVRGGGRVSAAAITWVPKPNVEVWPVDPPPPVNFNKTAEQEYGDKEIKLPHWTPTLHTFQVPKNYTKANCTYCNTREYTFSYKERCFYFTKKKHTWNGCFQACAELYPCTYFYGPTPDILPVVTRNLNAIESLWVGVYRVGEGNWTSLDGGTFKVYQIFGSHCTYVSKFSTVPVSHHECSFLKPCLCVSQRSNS
p47phox inh: blocks human p47phox regulatory protein of NADPH oxidases; inhibition, % at 24.7 µM; P14598; 0.53% of 220,000 active; p47phox/p22phox peptide binding, fluorescence polarization, 2 h; AID 1274;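 active means inhibition above about 30%, limit read from the data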;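 further: 0% = p47phox with labelled peptide and 100% = labelled peptide alone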
Calpain2 inh: blocks pig calpain II enzyme activity; AID 1236; inhibition, % at 16 µM; 0.37% of 220,000 active; purified calpain II, fluorogenic peptide substrate, 30 min;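 active means inhibition above about 50%, limit read from the data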
Furin inhibitor: blocks human furin protease activity. inhibition, % at 30 µM. purified furin, fluorogenic substrate cleavage. AID 463115. P09958. 0.061% of 220,000 active; in the data active means inhibition above about 25%; further: inactives centre near -15
Target sequence (P09958 108-714 limits assumed): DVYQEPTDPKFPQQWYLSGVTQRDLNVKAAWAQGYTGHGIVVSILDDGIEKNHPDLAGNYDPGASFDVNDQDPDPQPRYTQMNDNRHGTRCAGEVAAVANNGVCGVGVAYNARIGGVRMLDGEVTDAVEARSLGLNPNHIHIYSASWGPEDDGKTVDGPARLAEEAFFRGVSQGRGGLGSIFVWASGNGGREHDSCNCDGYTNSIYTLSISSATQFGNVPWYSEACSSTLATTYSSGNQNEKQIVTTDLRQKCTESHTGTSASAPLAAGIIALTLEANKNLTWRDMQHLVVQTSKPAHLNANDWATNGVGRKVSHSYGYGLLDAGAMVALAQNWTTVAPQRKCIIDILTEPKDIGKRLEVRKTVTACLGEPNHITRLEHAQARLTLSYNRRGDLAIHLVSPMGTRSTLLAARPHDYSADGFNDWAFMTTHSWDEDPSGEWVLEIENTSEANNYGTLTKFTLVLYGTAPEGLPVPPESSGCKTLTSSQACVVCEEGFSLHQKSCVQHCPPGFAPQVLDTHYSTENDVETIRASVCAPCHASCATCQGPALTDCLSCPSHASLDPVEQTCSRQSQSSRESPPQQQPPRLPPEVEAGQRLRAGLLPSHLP
TbHK1 inh: blocks Trypanosoma brucei hexokinase 1 activity; inhibition, % at 10 µM; 0.11% of 220,000 active; recombinant TbHK1, G6PDH-coupled NADH A340;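 active means inhibition of 50% or more in the single-dose primary screen; inactive means inhibition below 50%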
* marks the source's active call; other numbers are inactive results; i = inactive; . = no result given; [ ] = another dose, or the depositor's remark.

SMILES	RBBP9 inhibitor	p97 inhibitor	Runt-SMMHC FRET	Runt-CBFb FRET	EBV gp42 block	p47phox inh	Calpain2 inh	Furin inhibitor	TbHK1 inh
COc1ccc2c(c1)c1nnc(SCC(=O)N3CCCCC3C)nc1n2C (stereo not drawn)	-5	6	0	-4	-16	-20	10	-12	-12
CCOc1cc(N2CCOCC2)c(OCC)cc1NC(=O)COc1ncnc2ccc(Br)cc12	-13	-4	-1	2	-5	5	7	-6[20 µM]	1
CC(=O)Nc1sc2c(c1C(c1cccc(Cl)c1)N1CCN(CCO)CC1)CCCC2 (stereo not drawn)	-5	-2	-1	-2	-3	-9	-25	-21	-12
Fc1ccc(Nc2ccnc(Nc3ccc(F)cc3)n2)cc1	-1	1	2	-2	7	-4	16	-7	6
CC(C)CNC(=S)NNC(=O)c1ccccc1OC(F)F	2	-1	-1	0	-15	-11	3	-25[20 µM]	-3
COc1ccc(OC)c(/C=C/C(=O)OCC(=O)Nc2cccc(Oc3ccccc3)c2)c1	-19	2	43	14	-27	-28	-96	-13	2
CS(=O)(=O)N(CC(N)=O)c1ccc2c(c1)OCO2	-7	4	-3	-1	-10	-7	-19	-13[20 µM]	3
Cc1noc(C)c1C(=O)N1CCCC(C(=O)c2cccc(OC(C)C)c2)C1 (stereo not drawn)	-10	-4	2	-2	-11	0	15	-13	-6
NNc1nc(-c2ccccc2)c2ccccc2n1	-11	7	4	1	-19	4	2	-19	-8
COc1nccnc1NS(=O)(=O)c1ccc(NC(=O)c2cccc(C)c2)cc1	-6	4	-3	0	0	3	-14	-24	-8
Cc1cccc(-c2cc3nc(-c4ccccc4)cc(N4CCC5(CC4)OCCO5)n3n2)c1	-3	-9	9	-1	-19	-1	-146	-21[20 µM]	13
O=c1[nH]c2ccc(Cl)cc2c(-c2ccccc2)c1SC(=S)N1CCOCC1	1	1	41	33	5	-9	-54	-21[20 µM]	-20

(continued)
SMILES	RBBP9 inhibitor	p97 inhibitor	Runt-SMMHC FRET	Runt-CBFb FRET	EBV gp42 block	p47phox inh	Calpain2 inh	Furin inhibitor	TbHK1 inh
COc1ccccc1NC(=O)CSc1nnc(CC(=O)Nc2ccccc2)n1C	6	3	2	0	-4	-21	-5	-3[20 µM]	6
Cc1cc(C)n2cc(CSC3=NCCS3)nc2n1	-1	5	-1	-1	8	-14	-355	-20	0
CC(=O)Nc1ccc(-c2nnc(SCc3ccc(C)cc3)n2C)cc1	-8	-4	-1	-5	-8	-9	-3	-11[20 µM]	-12
COc1ccc(Cn2nnnc2CN(CCCN2CCOCC2)Cc2cc3cc(OC)ccc3[nH]c2=O)cc1	-8	-2	-2	0	-6	-10	-53	-20	-7
CC1CCN(CCNC(=O)c2ccc(NC(=O)C3CCCO3)cc2)CC1 (stereo not drawn)	-2	3	1	1	-12	-5	21	-21	-6
CC(=O)Nc1ccc(NS(C)(=O)=O)cc1	-8	-3	1	1	-19	0	1	-16[20 µM]	-7
COc1ccc(CSc2nnc(CNS(C)(=O)=O)o2)cc1	-12	-3	1	0	3	-4	9	-17[20 µM]	-3
CC(CC(=O)Nc1cccc(Cl)c1)c1ccccc1 (stereo not drawn)	-7	0	-1	-3	6	-9	21	-18	-3
Cc1cc(-c2nn(C)c(=O)c3ccccc23)ccc1CNC(=O)NC1CCCCC1	-5	7	-3	-2	-17	7	-110	-20	-5
O=C(C(Sc1ccccc1)c1ccc(Br)cc1)N1CCOCC1 (stereo not drawn)	2	-1	4	0	-5	-5	-4	-10	-5
O=C(NCCCn1ccnc1)c1cc2nc(-c3ccc(Br)cc3)cc(C(F)(F)F)n2n1	-7	4	-3	-1	-3	-8	-61	-16[20 µM]	-14
N/C(=N/O)c1nc(N2CCCC2)nc(N(c2ccccc2)c2ccccc2)n1	-5	-4	2	-1	-7	-12	5	-5[20 µM]	0

Remaining list, next part
SMILES	RBBP9 inhibitor	p97 inhibitor	Runt-SMMHC FRET	Runt-CBFb FRET	EBV gp42 block	p47phox inh	Calpain2 inh	Furin inhibitor	TbHK1 inh
COc1cc(-c2nc3ccccn3c2/N=C/c2ccc(F)cc2)ccc1O	16*	6	8	1	8	-5	i	-35	-14
CCCCNC(=O)CCC(=O)Nc1ccc2nc(N3CCN(C)CC3)cc(C)c2c1	2	1	3	-1	8	-2	-75	-90	-9
CCC(=O)NNc1nc2c(F)cc(F)cc2s1	1	16*	1	4	-13	-3	25	-5	6
CCOC(=O)C1(CCCc2ccccc2)CCN(Cc2nccn2CC)CC1	7	-2	-2	-3	-9	.	25	-20	-4
CCOC(=O)c1ccc(N=c2sc(C(=O)OC)cc(=O)n2Cc2ccc3c(c2)OCO3)cc1	-2	3	0	2	3	-9	-72	-24	-18
CCOc1ccc(C2CC(c3cccc(OC)c3)Nc3ncnn32)cc1 (stereo not drawn)	.	.	0	1	-25	-9	5	-10	-4
CCOC(=O)C1(CCCc2ccccc2)CCN(Cc2cnn(C)c2)CC1	-7	0	1	-1	-1	1	2	-19	-6
Cc1ccc(S(=O)(=O)N(CCCO)CC(O)CON=C2c3ccccc3-c3ccccc32)cc1 (stereo not drawn)	-21	1	-3	-1	-19	-39	-7	-11	-13
Cc1c(NC(=O)CN2CCCc3ccccc32)c(=O)n(-c2ccccc2)n1C	-2	-2	2	-4	0	-11	16	-11	34
CCc1c(C(=O)N/N=C/c2ccsc2)csc1C	4	2	-1	-1	-7	-2	-2	-45	1
COc1cccc(N2CCN(C(=O)c3ccc(=O)oc3)CC2C)c1 (stereo not drawn)	-3	0	-6	1	-15	-22	-6	20	-40
CCC(=O)N1CCN=C1SCc1ccccc1	-7	3	-1	-3	3	-2	-7	-36	2

Next part:
SMILES	RBBP9 inhibitor	p97 inhibitor	Runt-SMMHC FRET	Runt-CBFb FRET	EBV gp42 block	p47phox inh	Calpain2 inh	Furin inhibitor	TbHK1 inh
Cc1cc(C)n(-c2ccc(C(=O)OCC(=O)c3c(N)n(C)c(=O)n(C)c3=O)cc2)n1	1	4	-2	-1	-25	2	2	1	-3
COc1ccc(/C=N/NC(=O)COc2cc(C)cc(C)c2)cc1COC(C)=O	-3	-5	3	-7	-6	-8	27	-21	-4
CCC(c1nnc(SCC(=O)Nc2ccc(Cl)cc2C(F)(F)F)n1C1CCCCC1)N(C)C (stereo not drawn)	5	-3	-5	-4	-21	-3	23	-17	-2
Cc1ccc(NC(=O)c2ccc3ccccc3n2)cc1S(=O)(=O)N1CCOCC1	-7	-6	3	-5	0	-4	17	-16	1
Cc1cccc(-c2cc3nc4c(c(NCc5ccco5)n3n2)CCCC4)c1	3	-2	2	8	-7	-25	35	-3[20 µM]	-2
COc1cc(-c2nc3ccccc3c(=O)n2N)cc(OC)c1OC	-8	4	-1	-1	-1	6	0	-2	3
CCOC(=O)N1CCC(NC(=O)c2cccn3c(=O)c4cc(Br)ccc4nc23)CC1	0	-5	-33	-12	-7	19	-75	-24	-18
CCN(C(=O)COC(=O)c1ccc(N2C(=O)c3ccccc3C2=O)cc1)C1CCS(=O)(=O)C1 (stereo not drawn)	2	6	2	1	-4	-3	14	-7	2
CCOc1cc(CNCCO)c(Cl)cc1OCC(=O)NCCc1ccccc1	-3	-5	-2	-2	-8	-15	-2	-16[20 µM]	3
Cc1ccc(OC(=O)c2cc3ccccc3o2)cc1	3	0	-3	0	-16	0	-8	-23[20 µM]	0
Cc1ccc(Cl)cc1NC(=O)c1cc2ccccc2cc1O	-4	13	-105	-44	-14	-31	-3	-14	-31
CC(=O)c1cnc2cc(-c3ccccc3)nn2c1C	-6	0	1	3	-8	0	-246	-18[20 µM]	-16

Remaining list, next part.
SMILES	RBBP9 inhibitor	p97 inhibitor	Runt-SMMHC FRET	Runt-CBFb FRET	EBV gp42 block	p47phox inh	Calpain2 inh	Furin inhibitor	TbHK1 inh
Cc1cc(N2C(=O)C3C4CCC(C4)C3C2=O)no1 (stereo not drawn)	1	0	-2	-1	-3	.	-13	-22	-5
CCC(C)C(NC=C1C(=O)OC(C)(C)OC1=O)C(=O)O (stereo not drawn)	0	1	-1	-1	4	-17	11	-18[20 µM]	-6
CC(C)CCN1CCN(Cc2ccc(C#CC(C)(C)O)s2)CC1CCO (stereo not drawn)	-3	-3	2	-1	3	1	9	-9	8
CCC(C)NCCOCCOc1ccc(Br)cc1C (stereo not drawn)	0	4	-6	-2	-6	-1	-18	-6	14
Cc1cccc(Oc2coc3cc(OC(=O)c4cccs4)ccc3c2=O)c1	-9	1	2	-1	-16	-9	-455	-10[20 µM]	1
CCC(C(=O)NC1CCCC1)N(C(=O)Cn1nnc(-c2cccs2)n1)c1cnc2ccccc2c1 (stereo not drawn)	-6	3	4	-1	6	-8	29	-11[20 µM]	-7
O=C(c1c(Cl)nc2sccn12)N1CCCc2ccccc21	-4	3	0	2	-4	-10	26	-15	-1
O=C(c1ccc2c(c1)OCO2)N1CCc2ccccc2C1	-5	4	-4	2	-12	-3	-1	-6	-8
CCOC(=O)c1c(NC(=O)Cn2cnc([N+](=O)[O-])n2)sc(C)c1C	-5	5	-4	-2	-6	-1	14	-33	-7
CC(C)OCCCNC(=O)NC12CC3CC(CC(C3)C1)C2	-1	3	0	2	-17	-3	-20	-15	4

Ordered by count of non-hydrogen atoms (descending): part of the list above.
SMILES	RBBP9 inhibitor	p97 inhibitor	Runt-SMMHC FRET	Runt-CBFb FRET	EBV gp42 block	p47phox inh	Calpain2 inh	Furin inhibitor	TbHK1 inh
Cc1ccc(S(=O)(=O)N(CCCO)CC(O)CON=C2c3ccccc3-c3ccccc32)cc1 (stereo not drawn)	-21	1	-3	-1	-19	-39	-7	-11	-13
CCOC(=O)c1ccc(N=c2sc(C(=O)OC)cc(=O)n2Cc2ccc3c(c2)OCO3)cc1	-2	3	0	2	3	-9	-72	-24	-18
CCOC(=O)N1CCC(NC(=O)c2cccn3c(=O)c4cc(Br)ccc4nc23)CC1	0	-5	-33	-12	-7	19	-75	-24	-18
COc1nccnc1NS(=O)(=O)c1ccc(NC(=O)c2cccc(C)c2)cc1	-6	4	-3	0	0	3	-14	-24	-8
O=c1[nH]c2ccc(Cl)cc2c(-c2ccccc2)c1SC(=S)N1CCOCC1	1	1	41	33	5	-9	-54	-21[20 µM]	-20
CC(C)CCN1CCN(Cc2ccc(C#CC(C)(C)O)s2)CC1CCO (stereo not drawn)	-3	-3	2	-1	3	1	9	-9	8
COc1cccc(N2CCN(C(=O)c3ccc(=O)oc3)CC2C)c1 (stereo not drawn)	-3	0	-6	1	-15	-22	-6	20	-40
O=C(C(Sc1ccccc1)c1ccc(Br)cc1)N1CCOCC1 (stereo not drawn)	2	-1	4	0	-5	-5	-4	-10	-5
Cc1ccc(Cl)cc1NC(=O)c1cc2ccccc2cc1O	-4	13	-105	-44	-14	-31	-3	-14	-31
O=C(c1ccc2c(c1)OCO2)N1CCc2ccccc2C1	-5	4	-4	2	-12	-3	-1	-6	-8
CCC(C)C(NC=C1C(=O)OC(C)(C)OC1=O)C(=O)O (stereo not drawn)	0	1	-1	-1	4	-17	11	-18[20 µM]	-6
Cc1ccc(OC(=O)c2cc3ccccc3o2)cc1	3	0	-3	0	-16	0	-8	-23[20 µM]	0
Cc1cc(N2C(=O)C3C4CCC(C4)C3C2=O)no1 (stereo not drawn)	1	0	-2	-1	-3	.	-13	-22	-5
CC(=O)Nc1ccc(NS(C)(=O)=O)cc1	-8	-3	1	1	-19	0	1	-16[20 µM]	-7

No enrichment for hits; 2.7% or so of the library scored in one or more.
